Mac1 fbg inh: blocks human CD11b/CD18 adhesion to fibrinogen | actives 0.54% (n = 93,000) | AID 1497 | K562 CD11b/CD18 adhesion to fibrinogen, ATPlite luminescence; Mn2+ added to activate the integrin | inhibition, % at 10 µM;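 active means primary inhibition of 50% or more at 10 µM, then 40% or more on retest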; further: some results filed as inactive read as strong as hits
ERa coact pot: ER-alpha (human) coactivator binding potentiation. P03372. TR-FRET ERalpha-LBD/SRC-Cy5 coactivator binding, 2 h; 100 = basal binding, no effect. coactivator binding (% of control), % at 25.6 µM. actives 1.3% (n = 86,000). AID 639; in the data active means activity above about 200%;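 further: binding measured in presence of low estradiol as agonist stimulus; 0% = peptide alone without receptor and 100% = receptor with peptide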
Target sequence (P03372 whole entry, looked up, the tested form may be a part): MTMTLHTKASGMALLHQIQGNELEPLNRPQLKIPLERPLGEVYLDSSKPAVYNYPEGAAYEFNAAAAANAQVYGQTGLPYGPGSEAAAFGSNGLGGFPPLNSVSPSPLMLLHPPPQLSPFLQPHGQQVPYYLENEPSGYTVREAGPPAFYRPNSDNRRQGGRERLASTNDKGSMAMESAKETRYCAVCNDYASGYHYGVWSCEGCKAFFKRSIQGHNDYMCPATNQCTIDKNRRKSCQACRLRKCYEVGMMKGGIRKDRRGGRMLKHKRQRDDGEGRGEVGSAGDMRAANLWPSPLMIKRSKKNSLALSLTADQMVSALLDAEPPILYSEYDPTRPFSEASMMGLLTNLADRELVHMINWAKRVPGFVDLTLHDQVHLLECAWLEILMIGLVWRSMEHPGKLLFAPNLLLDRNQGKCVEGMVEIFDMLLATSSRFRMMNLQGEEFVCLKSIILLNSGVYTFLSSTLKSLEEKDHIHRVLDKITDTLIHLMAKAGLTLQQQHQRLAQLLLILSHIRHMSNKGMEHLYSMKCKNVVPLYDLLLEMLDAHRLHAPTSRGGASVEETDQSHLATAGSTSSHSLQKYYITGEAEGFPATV
Lung fibro prol: blocks proliferation of human lung fibroblasts; LL 47 human lung fibroblast viability, ATP luminescence; hits give low values; viability, % at 10 µM; actives 1.1% (n = 85,000); AID 719;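 active means viability at or below 50% in the single dose screen; inactive means viability above 50%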;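 further: compound exposure lasted 72 h before the ATP readout; 100% = median luminescence of untreated cell-only wells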
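Signal: luminescent ATP detection, CellTiter-Glo; assay system: LL 47 human lung fibroblasts; input: 1,150 cells/well; incubation: overnight cell rest, 72 h compound treatment at 37 °C; measure: % viability versus median cells-only luminescence; medium: IMEM growth medium with 15% fetal bovine serum; dosing: compound addition at 0.1% DMSO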
CYP2C19 inh: inhibitors of human CYP2C19 | AID 778 | P33261 | actives 21% (n = 96,000) | inhibition, % at 5 µM | CYP2C19 Supersomes, luciferin-H EGE luminescence, 30 min;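 active means CYP2C19 inhibition above a set limit at 5 µM in the primary screen, cut at about 50% in these data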;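 further: plate controls were negative control wells for no effect and 2.5 mM tranylcypromine positive control for full effect; values of inactives mirror those of a sister screen read the other way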
Target sequence (P33261 whole entry, looked up): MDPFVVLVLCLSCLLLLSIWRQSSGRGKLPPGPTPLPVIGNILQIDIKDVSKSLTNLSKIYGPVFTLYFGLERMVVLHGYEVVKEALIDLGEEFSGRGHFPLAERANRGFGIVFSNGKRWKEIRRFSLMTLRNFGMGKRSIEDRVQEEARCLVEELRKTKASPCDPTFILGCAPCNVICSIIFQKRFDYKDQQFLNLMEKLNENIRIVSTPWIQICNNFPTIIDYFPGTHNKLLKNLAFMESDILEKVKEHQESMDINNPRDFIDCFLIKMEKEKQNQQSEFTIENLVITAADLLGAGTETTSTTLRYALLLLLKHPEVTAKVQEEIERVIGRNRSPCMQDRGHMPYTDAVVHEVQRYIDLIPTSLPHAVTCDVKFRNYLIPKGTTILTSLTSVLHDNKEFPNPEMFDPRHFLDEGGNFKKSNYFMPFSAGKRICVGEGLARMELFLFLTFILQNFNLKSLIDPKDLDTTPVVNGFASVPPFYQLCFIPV
CD11b adhes enh: CD11b/CD18-fibrinogen binding enhancement | activation, % at 10 µM | actives 0.07% (n = 93,000) | K562 CD11b/CD18 adhesion to fibrinogen, ATPlite luminescence | P05107+P11215;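 active means 10 µM primary screen giving 50% or more activity, confirmed by 40% or more on retest at that dose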; further: strong numbers were not always called active
CYP2C19 act: cytochrome P450 2C19 (human) activation; recombinant CYP2C19, luciferin-H EGE luminescence; hits give high values; 0 = fully inhibited enzyme, 1 = untreated enzyme; activation factor at 5 µM; 96,000 tested, under 10 active;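 active means activation factor of at least 2 at 5 µM in the primary screen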;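 further: 0 = wells with 2.5 mM tranylcypromine and 1 = vehicle-only wells; values of inactives mirror those of a sister screen read the other way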
ERa coact inh: ER-alpha (human) coactivator binding inhibition. inhibition, % at 25.6 µM. AID 629. actives 1.7% (n = 86,000). P03372. TR-FRET ER-alpha LBD / SRC-1 peptide, estradiol-bound; in the data active means inhibition above about 50%;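 further: 0% = receptor plus peptide control and 100% = peptide only without receptor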
HUVEC inhibit: blocks proliferation of human endothelial cells | AID 648 | HUVEC proliferation, CellTiter-Glo luminescence, 72 h; hits give low values | viability, % at 10 µM (by protocol) | actives 1.1% (n = 86,000);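 active means viability at or below 30%; inactive means viability above 30%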;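 further: 100% = median luminescence of DMSO-only cell control wells on each plate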
H69AR inhibit: growth inhibitors of human H69AR lung tumor cells | actives 6% (n = 85,000) | viability, % at 10 µM | H69AR lung tumor viability, ATP luminescence, 72 h; hits give low values | AID 598;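 active means viability at or below 40%; inactive means viability above 40%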;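 further: multidrug resistant small cell line overexpressing MRP-1 efflux transporter; 100% = mean luminescence of untreated control wells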
An asterisk follows results filed as active; [ ] = remark or other dose.

Results for Oc1ccc(-c2nc3ccccn3c2NCc2ccc3c(c2)OCO3)cc1 ?
Mac1 fbg inh: -2; ERa coact pot: 84[fluorescence artefact?]; Lung fibro prol: 97; CYP2C19 inh: 68*; CD11b adhes enh: -4; CYP2C19 act: 0.3; ERa coact inh: 1; HUVEC inhibit: 85; H69AR inhibit: 79

Results for CN(c1ccccc1)C(c1ccc(F)cc1)c1nnnn1C1CCCC1 (stereo not drawn) ?
Mac1 fbg inh: -22; ERa coact pot: 100; Lung fibro prol: 98; CYP2C19 inh: 90*; CD11b adhes enh: -4; CYP2C19 act: 0.1; ERa coact inh: 3; HUVEC inhibit: 107; H69AR inhibit: 78

What do the screens show for `CCOC(=O)c1cc2c(=O)n3ccccc3nc2n(CCOC)c1=NC(=O)C(C)(C)C`?
Mac1 fbg inh: 26; ERa coact pot: 99; Lung fibro prol: 96; CYP2C19 inh: 8; CD11b adhes enh: 18; CYP2C19 act: 0.9; ERa coact inh: 3[fluorescence artefact?]; HUVEC inhibit: 91; H69AR inhibit: 80

What do the screens show for `COc1ccc(OCCNC(=S)Nc2cccc3ccccc23)cc1`?
Mac1 fbg inh: 4; CYP2C19 inh: -4; CD11b adhes enh: -4; CYP2C19 act: 1

What do the screens show for `O=C(c1cccc(N2C(=O)C3C4C=CC(C4)C3C2=O)c1)N1CCCCCC1` (stereo not drawn)?
Mac1 fbg inh: -5; ERa coact pot: 106[fluorescence artefact?]; Lung fibro prol: 106; CYP2C19 inh: 22; CD11b adhes enh: 2; CYP2C19 act: 0.8; ERa coact inh: -2; HUVEC inhibit: 107; H69AR inhibit: 107

Results for Cc1cccc(N2CCN(S(C)(=O)=O)CC2)c1C ?
Mac1 fbg inh: 3; ERa coact pot: 63[fluorescence artefact?]; Lung fibro prol: 104; CYP2C19 inh: 13; CD11b adhes enh: -3; CYP2C19 act: 0.9; ERa coact inh: 11; HUVEC inhibit: 96; H69AR inhibit: 118

How did COc1cccc(Nc2ncccc2C(=O)Nc2ccccc2)c1 do in these assays?
Mac1 fbg inh: -3; ERa coact pot: 140; Lung fibro prol: 104; CYP2C19 inh: 22; CD11b adhes enh: -4; CYP2C19 act: 0.8; ERa coact inh: -8; HUVEC inhibit: 84; H69AR inhibit: 59

What do the screens show for `COC(=O)c1ccc(C)c(NC(=O)CN(c2cc(OC)ccc2OC)S(C)(=O)=O)c1`?
Mac1 fbg inh: -3; ERa coact pot: 95[fluorescence artefact?]; Lung fibro prol: 90; CYP2C19 inh: 56*; CD11b adhes enh: -2; CYP2C19 act: 0.4; ERa coact inh: 5; HUVEC inhibit: 88; H69AR inhibit: 87

How did COc1ccc(C)cc1NC(=O)CSc1nnc(-c2ccc(Br)cc2)o1 do in these assays?
Mac1 fbg inh: 97; ERa coact pot: 127; Lung fibro prol: 97; CYP2C19 inh: 46; CD11b adhes enh: -14; CYP2C19 act: 0.5; ERa coact inh: 31[fluorescence artefact?]; HUVEC inhibit: 105; H69AR inhibit: 95

Results for CS(=O)(=O)N(CC(O)Cn1c2ccccc2c2ccccc21)c1cccc2ccccc12 (stereo not drawn) ?
Mac1 fbg inh: 20; ERa coact pot: 127; Lung fibro prol: 83; CYP2C19 inh: 77*; CD11b adhes enh: -1; CYP2C19 act: 0.2; ERa coact inh: 3; HUVEC inhibit: 60; H69AR inhibit: 1.7*

How did C=CCn1c(SCC(=O)c2[nH]c(C)c(C(C)=O)c2C)nnc1-c1ccncc1 do in these assays?
Mac1 fbg inh: -2; ERa coact pot: 76; Lung fibro prol: 108; CYP2C19 inh: 86*; CD11b adhes enh: 1; CYP2C19 act: 0.1; ERa coact inh: 3; HUVEC inhibit: 111; H69AR inhibit: 87

How did CCOc1cccc(NC(=O)CSc2nncn2N)c1 do in these assays?
Mac1 fbg inh: -6; ERa coact pot: 100; Lung fibro prol: 105; CYP2C19 inh: 4; CD11b adhes enh: -1; CYP2C19 act: 1; ERa coact inh: -5; HUVEC inhibit: 88; H69AR inhibit: 88

What do the screens show for `c1ccc2c(COn3nnc4ccccc43)cccc2c1`?
Mac1 fbg inh: -16; ERa coact pot: 98; Lung fibro prol: 94; CYP2C19 inh: 96*; CD11b adhes enh: -2; CYP2C19 act: 0; ERa coact inh: -2; HUVEC inhibit: 92; H69AR inhibit: 92

How did CN(C)S(=O)(=O)c1ccc(NC(=O)C2COc3ccccc3O2)cc1 (stereo not drawn) do in these assays?
ERa coact pot: 119; Lung fibro prol: 92; ERa coact inh: -5; HUVEC inhibit: 99; H69AR inhibit: 86

Results for Nc1nc(SCc2ccccc2Cl)[nH]c(=O)c1-c1ccccc1 ?
ERa coact pot: 98; Lung fibro prol: 95; ERa coact inh: -2; HUVEC inhibit: 105; H69AR inhibit: 89

Part of the list above in order of heavy-atom count, low to high:
Results for Cc1cccc(N2CCN(S(C)(=O)=O)CC2)c1C ?
Mac1 fbg inh: 3; ERa coact pot: 63[fluorescence artefact?]; Lung fibro prol: 104; CYP2C19 inh: 13; CD11b adhes enh: -3; CYP2C19 act: 0.9; ERa coact inh: 11; HUVEC inhibit: 96; H69AR inhibit: 118

Results for CN(c1ccccc1)C(c1ccc(F)cc1)c1nnnn1C1CCCC1 (stereo not drawn) ?
Mac1 fbg inh: -22; ERa coact pot: 100; Lung fibro prol: 98; CYP2C19 inh: 90*; CD11b adhes enh: -4; CYP2C19 act: 0.1; ERa coact inh: 3; HUVEC inhibit: 107; H69AR inhibit: 78

Results for CS(=O)(=O)N(CC(O)Cn1c2ccccc2c2ccccc21)c1cccc2ccccc12 (stereo not drawn) ?
Mac1 fbg inh: 20; ERa coact pot: 127; Lung fibro prol: 83; CYP2C19 inh: 77*; CD11b adhes enh: -1; CYP2C19 act: 0.2; ERa coact inh: 3; HUVEC inhibit: 60; H69AR inhibit: 1.7*

Additional structures follow.
What do the screens show for `COCCNC(=O)COC(=O)/C=C/c1c(C)nn(Cc2ccc(Cl)cc2Cl)c1Cl`?
Mac1 fbg inh: 19; ERa coact pot: 92; Lung fibro prol: 96; CYP2C19 inh: 26; CD11b adhes enh: -4; CYP2C19 act: 0.7; ERa coact inh: -7; HUVEC inhibit: 87; H69AR inhibit: 85

How did Cc1ccc(-c2nn3c(C)nnc3c3ccccc23)cc1S(=O)(=O)N(C)CCO do in these assays?
Mac1 fbg inh: -3; ERa coact pot: 114; Lung fibro prol: 79; CYP2C19 inh: 3; CD11b adhes enh: -3; CYP2C19 act: 1; ERa coact inh: -3; HUVEC inhibit: 76; H69AR inhibit: 47

Results for Cc1ccc(C(=O)NNS(=O)(=O)c2ccccc2[N+](=O)[O-])cc1 ?
ERa coact pot: 90; Lung fibro prol: 90; ERa coact inh: -4; HUVEC inhibit: 87; H69AR inhibit: 87

Results for COCCn1c(SCc2ccc(C(=O)OC)o2)nc2cc(Cl)ccc2c1=O ?
Mac1 fbg inh: -4; ERa coact pot: 98; Lung fibro prol: 102; CYP2C19 inh: 94*; CD11b adhes enh: -3; CYP2C19 act: 0.1; ERa coact inh: 0; HUVEC inhibit: 87; H69AR inhibit: 80

What do the screens show for `COc1ccc(S(=O)(=O)Nc2nc3ccccc3s2)cc1OC`?
Mac1 fbg inh: 2; ERa coact pot: 83; Lung fibro prol: 85; CYP2C19 inh: 25; CD11b adhes enh: -2; CYP2C19 act: 0.7; ERa coact inh: -8; HUVEC inhibit: 82; H69AR inhibit: 99

How did CC12C(=O)N(Cc3ccccc3)C(=O)C1C1C=CC2C1 (stereo not drawn) do in these assays?
Mac1 fbg inh: -3; ERa coact pot: 88; Lung fibro prol: 102; CYP2C19 inh: 89*; CD11b adhes enh: -7; CYP2C19 act: 0.1; ERa coact inh: -1; HUVEC inhibit: 94; H69AR inhibit: 95

What do the screens show for `CCOCc1cn(CC(=O)c2ccc(Cl)cc2)c(C)nc1=N`?
Mac1 fbg inh: -9; ERa coact pot: 126; Lung fibro prol: 102; CYP2C19 inh: -13; CD11b adhes enh: 3; CYP2C19 act: 1.1; ERa coact inh: 5[fluorescence artefact?]; HUVEC inhibit: 96; H69AR inhibit: 89

How did Cc1cccc(NC(=O)C2CCCN(C(=O)NC3CCCCC3)C2)c1C (stereo not drawn) do in these assays?
Mac1 fbg inh: 10; ERa coact pot: 115; Lung fibro prol: 94; CYP2C19 inh: -7; CD11b adhes enh: -2; CYP2C19 act: 1.1; ERa coact inh: -4; HUVEC inhibit: 91; H69AR inhibit: 101

How did CCOc1ccc(C(=O)Nc2ccc(NC(=O)c3ccco3)c(Cl)c2)cc1Cl do in these assays?
Mac1 fbg inh: 0; ERa coact pot: 715*[fluorescence artefact?]; Lung fibro prol: 66; CYP2C19 inh: 0; CD11b adhes enh: 10; CYP2C19 act: 1; ERa coact inh: 12[fluorescence artefact?]; HUVEC inhibit: 31; H69AR inhibit: 14*

What do the screens show for `Cc1ccc(S(=O)(=O)N2CCN(C(=O)CN3CCCCC3)C2)cc1`?
Mac1 fbg inh: 0; ERa coact pot: 124; Lung fibro prol: 93; CYP2C19 inh: 3; CD11b adhes enh: -1; CYP2C19 act: 1; ERa coact inh: -5; HUVEC inhibit: 97; H69AR inhibit: 88

What do the screens show for `CCOC(=O)c1ccc(N2C(=O)CC(N3CC(C)OC(C)C3)C2=O)cc1` (stereo not drawn)?
Mac1 fbg inh: -12; ERa coact pot: 117; Lung fibro prol: 104; CYP2C19 inh: 7; CD11b adhes enh: -4; CYP2C19 act: 0.9; ERa coact inh: -7; HUVEC inhibit: 91; H69AR inhibit: 96

Results for O=C1C2C3C=CC(C3)C2C(=O)N1CCCO (stereo not drawn) ?
ERa coact pot: 120; Lung fibro prol: 109; ERa coact inh: -13; HUVEC inhibit: 91; H69AR inhibit: 96

How did Cc1noc(C)c1CSc1nnc(-c2ccccc2)n1N do in these assays?
Mac1 fbg inh: -5; ERa coact pot: 95; Lung fibro prol: 100; CYP2C19 inh: 65*; CD11b adhes enh: -2; CYP2C19 act: 0.4; ERa coact inh: -4; HUVEC inhibit: 102; H69AR inhibit: 87

Results for COC(=O)COc1cccc(NC(=O)c2ccccc2)c1 ?
Mac1 fbg inh: 13; ERa coact pot: 114; Lung fibro prol: 107; CYP2C19 inh: 31; CD11b adhes enh: -2; CYP2C19 act: 0.7; ERa coact inh: -4; HUVEC inhibit: 103; H69AR inhibit: 91

What do the screens show for `CCCCN=C(Nc1ccc(Cl)cc1)c1cccnc1`?
Mac1 fbg inh: -8; CYP2C19 inh: 67*; CD11b adhes enh: -3; CYP2C19 act: 0.3

Results for CCOC(=O)c1c(C)c(C(=O)NCC2CCCO2)c(C)n1C (stereo not drawn) ?
Mac1 fbg inh: 1; ERa coact pot: 112; Lung fibro prol: 93; CYP2C19 inh: 7; CD11b adhes enh: -2; CYP2C19 act: 0.9; ERa coact inh: -5; HUVEC inhibit: 84; H69AR inhibit: 84

Results for N#CCSc1nc2c(c(=O)n1Cc1ccco1)C1(CCCC1)Cc1ccccc1-2 ?
Mac1 fbg inh: -2; ERa coact pot: 101; Lung fibro prol: 93; CYP2C19 inh: 0; CD11b adhes enh: -1; CYP2C19 act: 1; ERa coact inh: 12; HUVEC inhibit: 90; H69AR inhibit: 64

Results for Cc1ccc(-c2csc3ncn(CC(=O)N4CCOCC4)c(=O)c23)cc1 ?
Mac1 fbg inh: -14; ERa coact pot: 100[fluorescence artefact?]; Lung fibro prol: 107; CYP2C19 inh: -18; CD11b adhes enh: -6; CYP2C19 act: 1.2; ERa coact inh: -3; HUVEC inhibit: 102; H69AR inhibit: 89

High-throughput results: PubChem, several laboratories
